Compound activity deposited in PubChem BioAssay by Broad Institute.
MITF act – MITF TRPM1 promoter activation in melanoma cells. SK-MEL-5 TRPM1-promoter luciferase, 24 h; % of positive control, neutral wells = 0. activation, % at 12.5 µM. actives 0.75% (n = 300,000);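 active = mean activation of at least 80% with every replicate also reaching 80%; inconclusive = mean reaches 80% but some replicate falls short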;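 note: 0% = neutral control wells and 100% = parthenolide positive control wells; values of inactives mirror those of a sister screen read the other way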
PvdQ inh – blocks Pseudomonas aeruginosa PvdQ acylase activity | actives 0.063% (n = 340,000) | purified PvdQ acylase, fluorescence plate reader | inhibition, % at 10 µM; in the data active = inhibition above about 30%, passing the limit was not always enough; inconclusive = no clear call, values can overlap the other calls;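 note: 0% = vehicle neutral wells and 100% = reference inhibitor wells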
SR-BI HDL uptake – blocks mouse SR-BI lipid uptake from DiI-HDL; Q61009; ldlA[mSR-BI] CHO cells, DiI-HDL uptake fluorescence, 3 h; inhibition, % at 12.5 µM; actives 0.96% (n = 320,000);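 active = mean replicate inhibition of at least 70% and a set share of replicates each scoring 70 or more; inconclusive = meets just one of the two criteria; inactive = fails both criteria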;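 note: 0% = median of neutral control wells and 100% = median of positive control wells; values of inactives mirror those of a sister screen read the other way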
NSD2 HMT inh – blocks human histone methyltransferase NSD2. NSD2 peptide methylation, AlphaScreen, 120 min. inhibition, % at 12.5 µM. actives 0.54% (n = 310,000). AID 743445; in the data active = inhibition above about 50%
Target sequence (O96028 whole entry, looked up): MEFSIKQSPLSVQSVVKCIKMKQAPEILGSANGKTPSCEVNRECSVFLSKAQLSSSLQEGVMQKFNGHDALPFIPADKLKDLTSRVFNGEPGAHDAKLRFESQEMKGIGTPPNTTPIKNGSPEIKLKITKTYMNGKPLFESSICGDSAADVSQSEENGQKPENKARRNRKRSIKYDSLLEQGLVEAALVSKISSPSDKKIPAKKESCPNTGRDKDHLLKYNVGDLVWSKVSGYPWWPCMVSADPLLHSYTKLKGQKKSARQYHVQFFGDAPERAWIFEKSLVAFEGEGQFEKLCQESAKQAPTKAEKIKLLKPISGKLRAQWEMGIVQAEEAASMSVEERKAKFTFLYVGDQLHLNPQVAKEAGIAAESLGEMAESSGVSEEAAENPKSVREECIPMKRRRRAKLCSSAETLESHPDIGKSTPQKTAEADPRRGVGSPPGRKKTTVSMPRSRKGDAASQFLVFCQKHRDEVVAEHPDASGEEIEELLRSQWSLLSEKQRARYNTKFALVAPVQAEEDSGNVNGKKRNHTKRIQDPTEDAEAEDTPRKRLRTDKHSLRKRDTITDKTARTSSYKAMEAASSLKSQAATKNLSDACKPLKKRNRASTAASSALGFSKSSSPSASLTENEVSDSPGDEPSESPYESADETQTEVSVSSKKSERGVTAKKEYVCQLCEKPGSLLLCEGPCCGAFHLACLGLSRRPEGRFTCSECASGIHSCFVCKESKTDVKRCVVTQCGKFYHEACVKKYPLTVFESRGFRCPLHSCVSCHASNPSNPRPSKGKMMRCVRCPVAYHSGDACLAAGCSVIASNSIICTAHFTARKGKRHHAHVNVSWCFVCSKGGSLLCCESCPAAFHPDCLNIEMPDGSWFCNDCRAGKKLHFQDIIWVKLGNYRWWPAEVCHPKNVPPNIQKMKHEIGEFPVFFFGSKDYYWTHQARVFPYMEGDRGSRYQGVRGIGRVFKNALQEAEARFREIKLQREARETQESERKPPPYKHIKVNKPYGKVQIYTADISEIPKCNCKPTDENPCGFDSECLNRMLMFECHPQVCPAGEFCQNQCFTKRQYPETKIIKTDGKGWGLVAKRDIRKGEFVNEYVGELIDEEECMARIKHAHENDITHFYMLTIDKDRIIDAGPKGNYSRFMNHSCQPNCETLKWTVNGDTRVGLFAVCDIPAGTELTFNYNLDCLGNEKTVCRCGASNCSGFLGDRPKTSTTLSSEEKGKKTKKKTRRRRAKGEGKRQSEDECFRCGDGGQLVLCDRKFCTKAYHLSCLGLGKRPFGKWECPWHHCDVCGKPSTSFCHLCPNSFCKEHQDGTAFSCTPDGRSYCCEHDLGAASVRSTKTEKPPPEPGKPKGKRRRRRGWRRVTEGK
PfHsp90 set2 – growth inhibition of yeast expressing Plasmodium Hsp90; inhibition, % at 9.4 µM; S. cerevisiae expressing PfHsp90, BacTiter-Glo ATP, 48 h; yeast lacking PDR1 and PDR3 efflux regulators; actives 0.32% (n = 310,000); AID 504621;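 active = every replicate shows inhibition above about 80%, whatever the replicate mean, limit read from the data; inconclusive = mean inhibition reaches the set limit but some replicate falls short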;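 note: 0% = DMSO neutral controls and 100% = 20 µM radicicol positive controls; yeast relying on Plasmodium falciparum Hsp90 in place of its own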
CAL PDZ FP-1 – human CAL PDZ-peptide interaction inhibition; purified CAL PDZ, TMR-peptide fluorescence polarization, 1 h; inhibition, % at 20 µM; actives 0.02% (n = 330,000); AID 504414;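 active = highest replicate inhibition of at least 40%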;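 note: plate controls were DMSO neutral control wells for no effect and unlabeled competitor peptide control wells for full effect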
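System: tagged CAL PDZ domain. Schedule: 1 h room-temperature incubation prior to read. Signal: fluorescence polarization (mP). Measure: percent inhibition from loss of millipolarization.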
CAL PDZ FP-2 – CAL PDZ (human) peptide binding inhibition. Q9HD26. purified CAL PDZ, TMR-peptide fluorescence polarization, 1 h. inhibition, % at 24.9 µM. actives 0.92% (n = 300,000). AID 602252;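 active = mean inhibition of at least 30% with at least half of replicates also reaching 30%; inconclusive = no clear call, values can overlap the other calls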;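 note: 0% = DMSO neutral control and 100% = excess unlabeled competitor peptide PRC23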
Rtt109 HAT inh – C. albicans Rtt109 histone acetyltransferase inhibition; actives 0.16% (n = 330,000); inhibition, % at 34.9 µM; purified Rtt109/Vps75, ThioGlo CoA-SH fluorescence, 4 h; AID 540336;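 active = inhibition of at least 50% in every replicate; inconclusive = best replicate reaches 50% inhibition but some replicates fall short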
SR-BI uptake up – enhances SR-BI lipid uptake from DiI-HDL | CHO ldlA[mSR-BI] cells, DiI-HDL uptake fluorescence, 3 h; 100 = double the neutral-control signal | activation, % at 12.5 µM | actives 0.096% (n = 320,000);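 active = mean replicate activation of at least 60% and every replicate at or above 60%; inconclusive = mean or all-replicate condition met, but not both; inactive = mean below 60% and not all replicates reaching 60%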;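 note: 0% = median plate neutral-control signal and 100% = twice that signal; values of inactives mirror those of a sister screen read the other way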
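System: LDL receptor-deficient CHO ldlA cells overexpressing murine SR-BI | Timing: 3 h uptake period with compound, 37 °C | Medium: HEPES-buffered (25 mM, pH 7.4) F12 plus 0.5% BSA | Dosing: Single-point compound dose | Signal: Bottom-read fluorescence, 550/595 nm | Read-out: Retained DiI signal reflecting DiI-HDL uptake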
dFosB act – enhances mouse delta FosB homodimer DNA binding | P13346 | purified delta FosB, TAMRA-CDK5 oligo fluorescence polarization; percent of positive-control signal above neutral wells | activation, % at 25 µM | actives 0.99% (n = 340,000);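 active = mean activation above about 17%, with every replicate also reaching it, limit read from the data, passing the limit was not always enough; inconclusive = only one of the two conditions met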;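 note: fluorescence polarization rise as delta FosB binds a TAMRA Cdk5 AP-1 oligo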
The depositor's hits bear a star; u = inconclusive; x = no result given.

SMILES | MITF act | PvdQ inh | SR-BI HDL uptake | NSD2 HMT inh | PfHsp90 set2 | CAL PDZ FP-1 | CAL PDZ FP-2 | Rtt109 HAT inh | SR-BI uptake up | dFosB act
C#CCOCCOCCOCCNc1nc(N2CCN(C(=O)CCCCCCCCCCNC(=O)[C@H](CCCCN)n3cc(C)nn3)CC2)nc(N2CCN(C(=O)CCCCCCCCCCNC(=O)[C@H](CCCCN)n3cc(CCCC(=O)O)nn3)CC2)n1 | 1 | -13 | -29 | x | 21 | -1.5 | -2 | 2 | 29 | -72
COc1ccc(NC(=S)NCCc2c(C)[nH]c3ccc(OC)cc23)cc1 | 4 | 0 | 17 | x | -3 | -2.8 | -1 | -19 | -17 | -5
O=C(c1ccccc1F)N1CCN(c2cccc(C(F)(F)F)c2)CC1 | x | 6 | -10 | 1 | -7 | -0.1 | -7 | -163 | 10 | -8
CCOC(=O)c1c(NC(=S)Nc2ccccc2)sc(C)c1C | 4 | -18 | 70 | 0 | 5 | -1.6 | -3 | -6 | -70 | -10
NC(=O)c1cc2cc(Br)ccc2oc1=NCc1ccccc1 | 42 | 13 | 1 | 0 | 16 | -0.7 | x | -1 | -1 | -3
Cc1ccc(-n2c(SCC(=O)Nc3ccc(Cl)cc3)nc(O)cc2=O)cc1 | 6 | 0 | -3 | 13 | 12 | -2.3 | -3 | 7 | 3 | -6
O=C(Nc1cc(C(F)(F)F)ccc1N1CCCC1)C1CCCO1 (stereo unspecified) | x | -14 | -3 | -1 | 19 | -0.1 | -6 | -1 | 3 | -3
Cc1ccccc1OCCC(=O)OCC(=O)NCCNC(=O)COC(=O)CCOc1ccccc1C | 6 | 0 | -3 | -1 | -9 | -2.8 | -3 | 8 | 3 | -10
COCCn1c(SCC(=O)N2CCOCC2)nnc1-c1ccco1 | -13 | -7 | x | 23 | 7 | -2.8 | -3 | -20 | x | 0
CC(CN1CCCCC1)OC(=O)/C=C/c1ccccc1 (stereo unspecified) | 7 | -19 | 15 | -3 | 7 | -0.2 | -4 | 3 | -15 | -2
COc1cc(/C=N\NC(=O)c2ccc(=O)[nH]n2)cc(OC)c1OC | x | -6 | -14 | 2 | 25 | -1.7 | -4 | -4 | 14 | 9
CC1=C(C(N)=O)C(c2ccccn2)n2nc(SCc3ccccc3)nc2N1 (stereo unspecified) | x | -13 | -1 | x | x | -0.6 | -3 | 1 | 1 | 3
Cc1nc2scc(-c3cccs3)c2c(=O)n1N | -12 | 1 | 3 | 0 | 13 | -1.5 | -5 | 3 | -3 | 1
COc1ccc(N(CC(=O)N2CCCC(C)C2)S(=O)(=O)c2c(C)nn(C)c2C)cc1 (stereo unspecified) | x | -4 | -35 | x | 3 | 0.3 | -5 | 2 | 35 | 2
CS(=O)(=O)Nc1ccc(C(=O)NCC2CCCO2)cc1 (stereo unspecified) | x | -12 | 7 | 4 | -38 | -0.6 | -6 | -18 | -7 | 2
CC(=O)Nc1ccc(N2C(=O)CSC2c2c(F)cccc2Cl)cc1 (stereo unspecified) | x | -6 | -14 | -3 | 20 | -0.2 | -4 | 5 | 14 | -11
Cc1ccccc1C(=O)NC(=S)NCC(=O)c1ccccc1 | 7 | -20 | 31 | 0 | 3 | -0.5 | 0 | 1 | -31 | 0
Cc1ccc(C(=O)CCNc2cccc(Br)c2)o1 | 2 | 8 | 13 | -3 | 6 | -0.3 | -1 | 10 | -13 | 5
O=C(NCc1cccnc1)c1cnn2ccccc12 | 2 | -13 | -3 | x | 30 | 0.6 | x | -1 | 3 | -2
O=C(Nc1ncccn1)c1cc(-c2ccc(F)cc2)nc2ccccc12 | 9 | -10 | x | 1 | x | -1.3 | 3 | -7 | x | -21
CCn1c(C(=O)N2CCC(C(=O)NCc3cccs3)CC2)cc2sccc21 | x | 5 | 26 | x | -9 | -1.6 | x | -4 | -26 | 0
Cc1cccc(NC(=O)/C(C#N)=C/c2ccc[nH]2)c1C | 13 | -11 | -4 | -1 | -2 | -0.4 | 4 | -8 | 4 | 4
Cc1cc(C)c(C)c(S(=O)(=O)N2CCN(C(=O)c3cc(=O)[nH]c4ccccc34)CC2)c1C | -5 | -21 | 11 | 4 | -21 | -1.7 | 1 | 16 | -11 | -18
Cc1nn(-c2nc3ccccc3s2)c(N)c1Sc1ccc(F)cc1 | 34 | -6 | 26 | 1 | -14 | 0.8 | -6 | -3 | -26 | -6
O=C(CCC1CCCN(C(=O)c2ccc3c(c2)OCO3)C1)N1CCN(c2ccccn2)CC1 (stereo unspecified) | -14 | 6 | 6 | -11 | -3 | 1.2 | x | -9 | -6 | -5
Cc1oc(-c2ccccc2)nc1CS(=O)CC(=O)N1CCc2ccccc2C1 (stereo unspecified) | 0 | -21 | 16 | x | 6 | -0.1 | x | -3 | -16 | -3
CN(C)CCC#CC1(O)c2ccccc2-c2ccccc21 | 2 | -11 | -17 | 8 | -20 | 1.0 | x | -3 | 17 | 2
CCCCNc1c(-c2ccc(SC(C)CC)c(OC)c2)nc2ccc(C)cn12 (stereo unspecified) | 12 | -21 | 69 | x | -13 | 0.2 | -3 | -10 | -69 | -9
COCCNC(=O)CN(C(=O)CCC(=O)Nc1cc(C)on1)c1ccccc1C | -9 | -5 | -13 | -2 | -42 | -0.1 | -2 | 1 | 13 | 6
O=C(CSc1nc(=O)[nH]c2c1CCCC2)Nc1cc(C(F)(F)F)cc(C(F)(F)F)c1 | -3 | 0 | -11 | 0 | -35 | 0.5 | -9 | 0 | 11 | -11
O=C(CCn1c(=S)[nH]c2ccccc2c1=O)N1CCOCC1 | -3 | -6 | -12 | x | 28 | 0.2 | x | -6 | 12 | 2
COc1cc(-c2n[nH]c(=S)n2/N=C/c2cccn2C)cc(OC)c1OC | -5 | -13 | 7 | 3 | -10 | -0.9 | -3 | 3 | -7 | -11
CCN(c1ccccc1)S(=O)(=O)c1cc2c(cc1C)NC(=O)CO2 | x | -1 | -15 | x | -42 | -1.1 | x | -1 | 15 | -5
COc1ccc(OC)c([N+](=O)[O-])c1C(N)=O | -8 | -8 | -6 | 22 | x | -0.5 | 1 | -22 | 6 | -1
Cc1cccc(N2CCN(C(=O)c3noc4c3COc3ccc(C)cc3-4)CC2C)c1 (stereo unspecified) | -6 | -7 | -11 | x | 5 | 0.2 | x | -6 | 11 | -13
O=C(N/N=C/c1cc(Br)c(O)c(Br)c1)c1cc2c(ccc3ccccc32)o1 | 23 | 5 | -4 | 39 | x | 2.6 | -2 | -11 | 4 | -19
COC(=O)CNC(=O)COC(=O)/C=C/c1ccc(F)cc1 | -5 | 12 | -2 | -1 | 10 | -19 | 6 | 6 | 2 | 0
C/C(=N\NC(=S)Nc1c(C)cccc1C)c1ccc(OC(F)F)cc1 | -9 | 11 | 60 | -4 | -13 | -2.0 | -1 | 2 | -60 | -14
O=C(CCSCc1ccccc1)Nc1ccc2c(c1)OCCO2 | 45 | -11 | 0 | 1 | -1 | -0.2 | -3 | -3 | 0 | -10
Nc1nc(N)c(N=Nc2ccccc2)c(=O)[nH]1 | 14 | -1 | -31 | -5 | -12 | 5.9 | -2 | 3 | 31 | 9
COc1ccc(C(=O)NCC(C)C)c(OC)c1 | -4 | 3 | -2 | 32 | -8 | -1.2 | 4 | 9 | 2 | -7
CC(=O)Nc1ccc(NC(=O)Cn2c(CC(=O)N3CCCC3)nc3ccccc32)cc1 | 2 | -13 | -5 | -5 | -1 | -0.5 | x | -8 | 5 | -1
O=C(NCc1ccccn1)c1cccc(S(=O)(=O)N2CCc3ccccc32)c1 | -6 | -11 | -12 | 0 | x | -0.5 | x | 5 | 12 | -6
O=C(N/N=C/c1ccc([N+](=O)[O-])o1)C(O)c1ccccc1 (stereo unspecified) | -46 | 2 | -6 | 3 | -6 | 0.1 | -6 | -1 | 6 | 7
COC(=O)c1c(NC(=O)C2CCCCC2)sc2c1CCN(C(C)C)C2 | x | 13 | -1 | x | 5 | -0.3 | x | 12 | 1 | -13

Quoted at random: 2 records from the list, in no set order.
SMILES | MITF act | PvdQ inh | SR-BI HDL uptake | NSD2 HMT inh | PfHsp90 set2 | CAL PDZ FP-1 | CAL PDZ FP-2 | Rtt109 HAT inh | SR-BI uptake up | dFosB act
COc1ccc(OC)c([N+](=O)[O-])c1C(N)=O | -8 | -8 | -6 | 22 | x | -0.5 | 1 | -22 | 6 | -1
CC(=O)Nc1ccc(NC(=O)Cn2c(CC(=O)N3CCCC3)nc3ccccc32)cc1 | 2 | -13 | -5 | -5 | -1 | -0.5 | x | -8 | 5 | -1

The listing continues:
SMILES | MITF act | PvdQ inh | SR-BI HDL uptake | NSD2 HMT inh | PfHsp90 set2 | CAL PDZ FP-1 | CAL PDZ FP-2 | Rtt109 HAT inh | SR-BI uptake up | dFosB act
COc1ccc(S(=O)(=O)NCc2cccnc2)cc1C | -7 | -12 | -7 | 1 | -1 | -1.6 | x | -1 | 7 | 1
Cc1ccc(-n2c(=O)cc(N3CCc4ccccc4C3)[nH]c2=O)cc1 | -4 | -18 | -6 | 0 | 18 | 0.0 | -1 | 1 | 6 | -2
O=C1CCCC(=O)C1=Cc1c[nH]c2ccccc12 | 5 | -15 | -8 | 6 | 23 | -0.7 | 70* | 28 | 15 | 4
COc1cc(C(=O)NCC(c2ccco2)N2CCc3ccccc32)cc(OC)c1OC (stereo unspecified) | -17 | -10 | 17 | 16 | -28 | -2.1 | -3 | 12 | -17 | -4
CCCN(C(=O)COC(=O)C12CCC(=O)N1c1ccccc1S2)c1c(N)n(Cc2ccccc2)c(=O)[nH]c1=O (stereo unspecified) | 8 | -5 | 1 | -1 | -16 | -0.3 | -3 | 2 | -1 | 0
O=C(OCc1cnc(Cl)s1)c1cccc(Cl)c1 | 17 | 6 | -24 | 0 | -5 | -2.6 | x | -1 | 24 | -6
Cc1cc(C(=O)NCCN2CCOCC2)ccc1[N+](=O)[O-] | 10 | -1 | 1 | -1 | 5 | -0.2 | -5 | -12 | -1 | -2
Cc1ccc(C)c(S(=O)(=O)NCc2ccc(C(=O)N3CCOCC3)cc2)c1 | -5 | 14 | -18 | -10 | 8 | -2.6 | -2 | 3 | 18 | -7
CSc1nnc2c(n1)c(C)nn2-c1cccc(C)c1 | x | -8 | -67 | 8 | 27 | -0.5 | 4 | 1 | u | -3
NN1C(=O)/C(=C2/Sc3ccccc3N2CCCS(=O)(=O)O)SC1=S | 4 | -3 | -3 | 10 | -6 | -0.4 | -3 | -2 | 3 | -6
Cc1ccc(-c2nc3cnccn3c2Nc2ccc3c(c2)OCO3)cc1 | -3 | -7 | 7 | x | 16 | 1.0 | 1 | 5 | -7 | -7
Cc1cccc(NC(=S)N2CCCCC2c2cccnc2)c1C (stereo unspecified) | -17 | -8 | x | -1 | 15 | -0.3 | 7 | -12 | x | -13
Cc1sc2nc(-c3ccccc3)oc(=O)c2c1C | 41 | -6 | 4 | -2 | -3 | 0.4 | -3 | -10 | -4 | -10
